Screening data: PubChem BioAssay, several laboratories
RAM network inh: inhibitors of the yeast RAM network | AID 868 | 190,000 tested, 1.8% active | S. cerevisiae dse1pr::URA3 reporter, 5-FOA growth OD615, 2 d; analog-sensitive cbk1-as2 kinase mutant strain | inhibition, % at 50 µM;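 active = inhibition above a set limit, 3 SD over mean compound inhibition, cut at about 8.4% in these data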;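 also: 0% = DMSO-only wells with no growth and 100% = 10 µM 1-NA-PP1 full growth; inhibition rescues growth on 5-FOA so higher OD means more RAM inhibition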
DTT redox prof: compounds producing H2O2 with reducing agent – biochemical, NIH compound library profiling, artefact control for MLSCN library redox annotation, primary screen; 200,000 tested, 0.03% active; DTT-dependent redox cycling H2O2, phenol red/HRP absorbance; 100% = 100 µM peroxide control, 0% = buffer; activation, % at 10 µM;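 active = activation of at least 50% relative to the plate's high and low controls in the primary single-dose screen; inactive = activation below 50%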;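 also: compound incubated with DTT at 0.8 mM final as the reducing agent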
S1P3 antag: S1P3 (human) receptor antagonism. CHO S1P3 NFAT-BLA reporter, FRET fluorescence, antagonist mode. inhibition, % at 4.98 µM. Q99500. 170,000 tested, 0.27% active. AID 485;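 active = inhibition above the plate cutoff, the mean inhibition of test wells on that plate plus 3 SD, cut at about 28% in these data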;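 also: cells challenged with S1P at its EC80 of 0.8 µM; blue over green emission ratio from cleaved BLA substrate after 4 h stimulation; 0% = S1P-stimulated wells and 100% = unstimulated DMSO-only wells; some compounds past the cut are filed as inactive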
Target sequence (Q99500 whole entry, looked up): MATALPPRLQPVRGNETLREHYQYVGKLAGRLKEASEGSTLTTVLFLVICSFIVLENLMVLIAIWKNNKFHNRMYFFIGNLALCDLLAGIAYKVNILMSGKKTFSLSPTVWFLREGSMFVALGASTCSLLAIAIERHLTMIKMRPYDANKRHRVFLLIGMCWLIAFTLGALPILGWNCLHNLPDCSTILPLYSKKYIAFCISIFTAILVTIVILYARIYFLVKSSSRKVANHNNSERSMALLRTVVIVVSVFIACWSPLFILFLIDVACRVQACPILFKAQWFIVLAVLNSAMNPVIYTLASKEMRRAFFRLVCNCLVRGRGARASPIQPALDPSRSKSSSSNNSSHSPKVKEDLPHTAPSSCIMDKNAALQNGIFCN
PPARg SRC-2 ag: agonists of SRC-2 recruitment by human PPARgamma; AID 1032; PPARgamma LBD-SRC-2 recruitment, biochemical; activation, % at 8 µM; P37231; 200,000 tested, 0.34% active; in the data active = activation above about 22%;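 also: 0% = vehicle and 100% = reference agonist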
Target sequence (P37231 whole entry, looked up, the tested form may be a part): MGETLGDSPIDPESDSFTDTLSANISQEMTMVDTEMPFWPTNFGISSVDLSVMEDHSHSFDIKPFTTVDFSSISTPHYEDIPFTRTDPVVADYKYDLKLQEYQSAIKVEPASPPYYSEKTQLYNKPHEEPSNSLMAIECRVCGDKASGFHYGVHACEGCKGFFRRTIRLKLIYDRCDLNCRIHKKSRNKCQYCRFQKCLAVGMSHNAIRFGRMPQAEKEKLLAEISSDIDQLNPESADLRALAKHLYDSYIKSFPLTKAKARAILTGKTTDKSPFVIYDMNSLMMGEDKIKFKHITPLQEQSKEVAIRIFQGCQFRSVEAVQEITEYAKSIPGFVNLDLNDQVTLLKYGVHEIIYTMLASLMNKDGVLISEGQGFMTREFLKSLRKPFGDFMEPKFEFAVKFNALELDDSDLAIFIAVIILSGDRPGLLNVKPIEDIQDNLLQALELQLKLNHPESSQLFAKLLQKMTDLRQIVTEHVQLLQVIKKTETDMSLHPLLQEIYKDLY
PPARg SRC-1 ag: PPARgamma-driven SRC-1 recruitment agonism; P37231; 200,000 tested, 0.41% active; activation, % at 8 µM; PPARgamma-SRC-1 coactivator recruitment biochemical assay; in the data active = activation above about 19%;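 also: 0% = DMSO and 100% = reference agonist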
bIAP inh: blocks bovine intestinal alkaline phosphatase activity; purified bovine IAP, CDP-star luminescence, 30 min; inhibition, % at 20 µM; AID 1019; 190,000 tested, under 10 active;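 active = over 50% inhibition of intestinal alkaline phosphatase at 20 µM in the single-dose screen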
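Assay system – bovine IAP enzyme · Quantity – bovine IAP at 1/65,000,000 final dilution · Detection – CDP-star luminescence signal · Times – 30 min reaction at room temperature · Also added – CDP-star substrate at 30 µM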
PPARg SRC3 recr: agonists of human PPARgamma SRC-3 coactivator recruitment; P37231; biochemical PPARgamma/SRC-3 coactivator recruitment assay; activation, % at 8 µM; 200,000 tested, 0.26% active; in the data active = activation above about 23%;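 also: 0% = DMSO and 100% = reference agonist; some compounds past the cut are filed as inactive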
L major viab: Leishmania major promastigote growth inhibition | Leishmania major promastigotes, resazurin fluorescence viability | 200,000 tested, 9% active | inhibition, % at 10 µM | AID 1063; in the data active = inhibition above about 50%;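 also: promastigotes grown with compound for 44 hours at 28 °C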
ROMK primary: modulators of human ROMK potassium channel; Tet-inducible ROMK, thallium flux fluorescence; actives lie on both sides; 130,000 tested, 2% active; B-score at 10 µM; P48048;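 active = signal ratio slope over the read window, or its plate-corrected B-score, at least 3 SD from the plate mean, either direction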;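 also: B-score of the F/F0 ratio slope over 7 to 12 s after thallium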
HMGR II inh: E. faecalis class II HMG-CoA reductase inhibition; purified E. faecalis HMGR, NADPH absorbance 340 nm kinetic; inhibition, % at 10 µM; 190,000 tested, 0.41% active;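 active = inhibition above a set limit, the median over all tested compounds plus 3 SD, cut at about 9.5% in these data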;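 also: enzyme runs in reverse so mevalonate oxidation gives rising NADPH absorbance; 0% = complete reaction with DMSO and 100% = background rate lacking mevalonate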
TR-FRET SRC-2 ct: counter-screen for PPARgamma SRC-2 recruitment agonists: TR-FRET artefact; TR-FRET ratio at 8 µM; stronger effect = higher value; 200,000 tested, 0.4% active; in the data active = TR-FRET ratio above about 2000; also: inactives centre near 1500; reference of the scale not given here
* = called active by the depositor; x = no result given; & = joins results of further samples.

SMILES	RAM network inh	DTT redox prof	S1P3 antag	PPARg SRC-2 ag	PPARg SRC-1 ag	bIAP inh	PPARg SRC3 recr	L major viab	ROMK primary	HMGR II inh	TR-FRET SRC-2 ct
Cn1c(=S)[nH]c2ccccc21	0.2	-0.1	x	14	1	10	-2	-5	0.84	2	1448
C=CCn1c(O)c(N=NC(=O)OC(C)(C)C)c2ccccc21	0.6	0.1	5	1	-5	0	7	1	x	-2	1353
Fc1ccc(NC(=S)N/N=C/c2ccc(F)c(F)c2)c(F)c1	2.9	2.9	x	4	-5	36	-6	-23	0.91	-7	1557
Cc1cc(S(=O)(=O)N(Cc2ccccc2Cl)c2ccc3c(c2)CCC3)ccc1-n1cnnn1	7.6	1.6	-18	0	6	5	1	15	-0.81	-7	1378
Cn1c(SCC(=O)NCc2ccccc2)nnc1-c1ccc(NC(=O)CCc2ccccc2)cc1	1.3	-2.3	x	0	0	-38	-5	-4	x	-7	1479
CCN(CC)S(=O)(=O)c1cccc(-c2nnc(SCc3nnc(-c4cccs4)o3)n2N)c1	1.0	-3.2	x	3	5	-17	6	-2	x	2	1643
CC1(c2ccc3ccccc3c2)NC(=O)N(CC(=O)Nc2cccc(S(=O)(=O)N3CCOCC3)c2)C1=O (stereo not drawn)	4.5	-0.4	-35	13	-1	-3	4	-6	-0.46	2	1487
O=C(NCCOc1ccccc1)c1ccccc1[N+](=O)[O-]	-1.0	-0.7	9	2	6	5	6	-5	-1.1	5	1658
Cc1ccc(OCCC(=O)NCCc2ccc(S(N)(=O)=O)cc2)cc1	0.8	0.2	-4	5	7	8	1	46	-0.036	-3	1535
CC(C)Cc1nnc(NC(=O)CS(=O)(=O)Cc2ccccc2)s1	2.3	-1.0	-3	3	6	-3	3	-5	2.6	-6	1682
COc1cccc2cc(C(C)N(CCCN3CCOCC3)C(=S)Nc3ccccc3C)oc12 (stereo not drawn)	-0.5	-1.9	-4	11	1	-23	2	40	-2.1	0	1425
CC(C)(C)NC(=O)C(OC(=O)c1cccs1)c1ccc(F)cc1 (stereo not drawn)	3.3	0.0	-12	9	4	-1	0	-2	1.6	1	1526
O=[N+]([O-])c1ccc(CSc2nnc3ccccn23)cc1	0.0	-2.5	-7	9	7	-1	0	-7	0.0047	-1	1611
CCOC(=O)c1nnn(CC(=O)N2N=C(c3cc(C)ccc3C)CC2c2ccc(OC)cc2)c1C(=O)OCC (stereo not drawn)	3.4	0.0	-6	-1	-3	1	-4	38	x	-5	1533
O=C(O)CSCC(=O)Nc1cccc2ccccc12	1.3	0.5	-27	-4	-9	-2	7	0	x	-2	1581
Cc1cc(C(F)(F)F)c2c(N)c(C(=O)Nc3cc(C)on3)sc2n1	0.3	2.8	-16	3	2	4	3	16	x	-9	1612
O=C(CCCn1c(=O)[nH]c2cc(Cl)ccc2c1=O)NCCCN1CCCC1=O	0.3	0.1	x	-2	-3	-4	-7	-6	0.54	1	1703
COc1ccccc1CNc1nc(SC)ncc1CO	0.7	-0.2	6	14	-1	19	2	-7	-0.1	1	1650
O=S(=O)(c1ccccc1)N(C1=NCCS1)S(=O)(=O)c1ccccc1	-0.5	2.4	9	1	6	30	1	2	-2.2	-6	1628
Cc1oc(C(=O)O)cc1COc1ccc2c(C)cc(=O)oc2c1	3.0	0.0	x	15	6	13	-4	-5	x	-2	1578
O=C(c1nn2c(C(F)(F)F)cc(-c3ccc(F)cc3)nc2c1Cl)N1CCOCC1	2.8	1.8	-50	-3	-3	-4	5	4	0.84	-2	1734
Cc1nc2c(-c3ccccc3)c(C)[nH]n2c(=O)c1Cl	2.8	15	-24	9	-6	6	8	-5	x	-3	1565
O=C(c1ccc(O)cc1)c1ccc(Cl)cc1	-0.5	-3.0	x	3	7	0	12	-5	-0.12	1	1462
O=C(Nc1cccc(-c2nc3ccccc3s2)c1)c1cccs1	3.0	-0.1	1	1	-1	6	-5	-5	-0.083	0	1468
CCOC(=O)c1csc(NC(=O)C2CCCCC2)n1	1.0	-0.4	-2	2	-3	4	10	-1	x	1	1586
Cc1ccc(S(=O)(=O)c2nc(-c3ccccc3)oc2NCc2cccnc2)cc1	0.7	2.2	-26	7	0	-1	-1	17	x	-12	1443
CCOC(=O)C1=C(C)NC(=O)NC1c1cc(Br)c(O)c(OC)c1 (stereo not drawn)	0.5	0.7	4&-2	1	8	10	3	-2	x	-13	1419
O=C(c1ccco1)N1CCN(C(c2cccs2)c2nnnn2C2CCCC2)CC1 (stereo not drawn)	1.1	5.5	x	-3	-6	0	-6	40	x	1	1414
Cc1cccn2c(=O)c(/C=C(\C#N)C(=O)NCc3ccco3)c(N3CCC(C(N)=O)CC3)nc12	0.6	0.5	7	10	4	6	2	-5	x	-4	1559
Cc1ccc(NC(=O)CSc2nnnn2-c2ccc3c(c2)OCO3)cc1C	1.7	1.5	x	-3	5	11	10	-2	x	6	1822
C/C=C/c1ccc(Oc2nnnn2-c2ccc(C(=O)O)cc2)c(OC)c1	3.1	0.0	0	5	0	0	-4	-5	x	-1	1468
C=CCSc1nc(-c2ccccc2)c(C#N)c(=O)[nH]1	-0.3	0.8	x	3	-2	-8	-1	-1	x	-3	1542
CCCCc1cc(=O)oc2c(CN(C)C)c(O)ccc12	-0.4	2.8	-28	1	-2	-12	-11	4	x	-3	1407
Cc1ccc(-n2nnnc2/C=C\Nc2cc(C)on2)cc1	3.1	-0.1	11	10	9	6	0	-7	0.0088	-3	1728
CCc1c(C(=O)N/N=C/c2ccsc2)csc1C	2.0	-0.2	-5	0	-5	0	1	-11	0.023	-3	1467
O=C(CNc1ccc(Br)cc1)c1ccc(O)cc1	0.7	-1.2	-15	4	6	-13	2	-4	-0.032	-4	1471
O=C(CN1CCC(C(=O)c2ccc(Cl)cc2)CC1)Nc1ccc2c(c1)OCCO2	-0.2	-2.1	4	-4	8	-8	-10	9	x	-3	1657
CS(=O)(=O)N(CC(=O)N/N=C/c1cc2c(cc1Br)OCO2)c1ccccc1Br	1.0	-7.5	x	1	1	7	-2	9	0.34	-2	1692
O=C(NCc1ccccc1)C1=C[C@H](C2CC2)C[C@H](OCc2ccc(CO)cc2)O1	-0.5	-0.1	6	6	-5	-7	-3	6	x	-1	1344
COc1ccc(NC(=S)NNC(=O)c2cccs2)cc1	1.4	-0.3	-11	0	-2	2	-4	-3	0.078	-5	1298
O=C(Nc1ccc(F)cc1)c1csc(Cc2ccccc2)n1	3.4	0.7	-11	-1	3	6	-2	-8	-1.4	-2	1652
COc1cc(NC(=O)c2ccccn2)cc(OC)c1OC	2.4	-0.5	3	0	7	17	-1	1	0.06	9	1620
CCOC(=O)N1CCN(C(=O)c2cn(CC(C)C)c(=O)c3c2c2ccccc2n3C)CC1	0.1	3.6	-6	11	-2	-7	6	-6	x	-1	1561
CC(C)c1ccc(C(=O)N2CCN(CCO)CC2)cc1	0.1	7.4	x	1	2	-4	-3	-1	0.64	-2	1751
O=C(CSc1nc(N2CCCCC2)nc(N2CCCCC2)n1)N1CCN(c2ccccc2)CC1	3.4	2.1	8	9	3	-1	-2	17	x	-1	1647
CC1CN(C(=O)c2cc(S(=O)(=O)N3CCCC3)c(Cl)cc2Cl)CC(C)O1 (stereo not drawn)	0.4	0.5	9	4	4	-2	2	-4	x	0	1559
CN(CP(=O)(O)C(O)c1ccccc1)S(C)(=O)=O (stereo not drawn)	0.9	-0.3	-27	-4	-8	4	4	-3	0.12	-1	1553
O=C(NCc1ccc(F)cc1)N[C@@H](Cc1ccccc1)C(=O)O	-0.3	-2.1	-13	3	-3	0	-6	-4	x	0	1576
Cc1ccc(N(CCCCN2C(=O)c3ccccc3C2=O)C(=O)c2cccs2)cc1	12*	0.5	x	6	3	5	-4	-2	x	-5	1676
O=c1c2ccccc2n2nnnc2n1-c1ccccc1	3.4	-0.1	x	-2	-2	13	-5	-1	0.54	-9	1430
COCCN(CCOC)C(=O)Nc1ccc(Cl)cc1	0.1	-0.4	-9	9	6	-21	3	-5	-0.018	-5	1580
Cc1ccc(-c2csc3ncnc(NS(=O)(=O)c4ccc(Cl)cc4)c23)cc1	9.2*	0.1	-21	1	4	10	5	0	x	0	1749
Cc1ccc(S(=O)(=O)NCCC(=O)Nc2ccc(C)cc2C(=O)c2ccccc2)cc1	0.2	-0.1	-7	-1	-1	29	0	4	-0.99	-2	1507
CCN(CC)S(=O)(=O)c1ccc(Cl)c(NC2=NCCCCC2)c1	2.1	-1.9	-3	-2	9	-13	2	-4	0.31	1	1564
COc1cccc2cc(C(=O)C3=C(O)C(=O)N(CCN4CCOCC4)C3c3cccs3)oc12 (stereo not drawn)	-1.4	1.2	0	16	12	3	22	-4	0.9	0	1885
O=C(NCc1ccco1)c1ccc(-c2ccccc2Cl)o1	1.4	5.7	-10	-4	-5	30	0	-5	-1.4	3	1417
Cc1ccc(C(C)(C)C)c(OCCOCCN2CCCC2)c1	1.2	0.1	1	-3	3	11	-2	96*	0.25	2	1394
Cc1cc(C(=O)COc2cccnc2[N+](=O)[O-])c(C)n1-c1ccccc1	4.2	-0.3	-8	5	8	4	5	51*	0.0048	-2	1753
O=C(c1ccc(Cl)cc1)N(Cc1ccc(Br)cc1)N1C(=O)CCC1=O	1.1	-0.7	-18	4	4	-6	4	-10	-1.1	0	1571
CCOC(=O)N1CCN(S(=O)(=O)c2ccc(C)cc2)C1c1ccc(OC)cc1 (stereo not drawn)	7.4	-0.5	-79	1	-1	-15	4	16	x	-4	1536
CCCCSc1nc2c(=O)[nH][nH]c(=O)c2n1Cc1ccccc1	0.3	0.4	x	19	6	7	-2	-11	-0.0082	-4	1608
COc1cc(OC)c(C2C(C(=O)O)c3ccccc3C(=O)N2C)cc1OC (stereo not drawn)	-0.4	-0.8	-12	1	4	-7	7	-4	0.19	-6	1623
COc1ccc(N2CCC(CNC(=O)Nc3ccc(C)c(C)c3)C2)cc1 (stereo not drawn)	1.1	0.3	34	-2	0	14	10	-3	0.61	-1	1487

Results in bIAP inh, for 4 of the compounds above:
SMILES,bIAP inh
CS(=O)(=O)N(CC(=O)N/N=C/c1cc2c(cc1Br)OCO2)c1ccccc1Br,7
C/C=C/c1ccc(Oc2nnnn2-c2ccc(C(=O)O)cc2)c(OC)c1,0
CC1CN(C(=O)c2cc(S(=O)(=O)N3CCCC3)c(Cl)cc2Cl)CC(C)O1 (stereo not drawn),-2
COc1ccc(N2CCC(CNC(=O)Nc3ccc(C)c(C)c3)C2)cc1 (stereo not drawn),14
